# D1 antagonist = Antagonist of Human D 1 Dopamine Receptor: qHTS. D(1A) dopamine receptor (Homo sapiens), P21728. HEK293 TREx D1 cells, calcium flux, dopamine EC80; active compounds read low. activity change, negative = inhibition, % at 10 µM. actives 3.2% (n = 360,000); in the data active means activity change below about -30%; further: on the % scale 0 is the no-effect control and ±100 the full control effect
#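 Using tetracycline-induced force-coupled D1 Hek293 cells and a calcium dye, signals were followed for 180 s after compound, then for 180 s after EC80 dopamine, to detect inhibitors.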
# D2 potentiator = HTS Assay for Positive Allosteric Modulators of the Human D2 Dopamine Receptor: Primary Screen for Potentiators; D(2) dopamine receptor (Homo sapiens), P14416; potentiation, % at 10 µM; HEK293 T-REx D2, calcium flux, EC20 dopamine potentiation; actives 0.34% (n = 340,000); AID 485347, 2010;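 active means potentiation over 3 SD above the plate norm, cut at about 30% in these data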; further: 0% is about no effect
#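 Tetracycline-induced Hek293 Trex D2 cells, force-coupled to calcium, loaded with no-wash calcium dye. Compound added with 180 s kinetic read for agonism, then EC20 dopamine and a further 180 s read for potentiation.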
# D1 ag = Allosteric Agonists of the Human D1 Dopamine Receptor: qHTS | activation, % at 2 µM | AID 504660, 2011 | actives 1% (n = 360,000) | HEK293 T-REx D1 cells, calcium flux, agonist mode | D(1A) dopamine receptor (Homo sapiens), P21728; in the data active means activation above about 30%; further: 0% is about no effect
#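 Agonism was scored from calcium flux recorded over 180 s (1 read/s) after pintool compound addition, following a 10-cycle baseline. Cells were inducible force-coupled HEK293 TREx D1, plated overnight at 30 C and loaded with no-wash calcium dye.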
# RXFP1 antagonist = qHTS Assay for Antagonists of the Relaxin Receptor RXFP1 | actives 0.59% (n = 350,000) | HEK293-RXFP1, relaxin-stimulated cAMP HTRF, 30 min; active compounds read low | AID 1259400, 2018 | Relaxin receptor 1 (Homo sapiens), Q9HBX9 | activity change, negative = inhibition, % at 57.5 µM;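 active means activity change of -60% or lower, but not beyond a set lower limit; inconclusive means change between -60% and -40%, or beyond the set limit; inactive means change above -40%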; further: on the % scale 0 is the no-effect control and ±100 the full control effect
# Target sequence (Q9HBX9 whole entry, looked up): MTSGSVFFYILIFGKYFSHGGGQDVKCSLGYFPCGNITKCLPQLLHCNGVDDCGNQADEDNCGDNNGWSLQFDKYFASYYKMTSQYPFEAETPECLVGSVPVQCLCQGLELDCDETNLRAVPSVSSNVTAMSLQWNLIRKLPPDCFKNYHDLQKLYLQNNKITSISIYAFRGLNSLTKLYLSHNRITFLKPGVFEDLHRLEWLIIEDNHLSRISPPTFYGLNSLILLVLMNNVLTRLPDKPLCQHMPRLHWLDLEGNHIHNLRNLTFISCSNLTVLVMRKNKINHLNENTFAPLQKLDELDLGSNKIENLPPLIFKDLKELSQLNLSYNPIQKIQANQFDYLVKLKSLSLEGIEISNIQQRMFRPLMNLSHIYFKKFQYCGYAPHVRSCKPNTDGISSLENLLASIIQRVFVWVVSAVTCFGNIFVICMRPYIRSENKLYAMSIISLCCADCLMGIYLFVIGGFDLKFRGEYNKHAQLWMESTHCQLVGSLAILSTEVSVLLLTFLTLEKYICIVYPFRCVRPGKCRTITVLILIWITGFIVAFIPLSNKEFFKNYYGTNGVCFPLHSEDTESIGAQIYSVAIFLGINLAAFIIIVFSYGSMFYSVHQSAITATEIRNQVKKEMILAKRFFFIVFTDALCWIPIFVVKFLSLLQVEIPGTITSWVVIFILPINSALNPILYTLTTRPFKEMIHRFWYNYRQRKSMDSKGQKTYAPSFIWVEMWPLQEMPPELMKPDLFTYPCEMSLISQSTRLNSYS
# D1 PAM = Potentiators of Human D1 Dopamine Receptor: qHTS. D(1A) dopamine receptor (Homo sapiens), P21728. HEK293 TREx D1 cells, calcium flux, dopamine EC20 potentiation. potentiation, % at 10 µM. actives 0.036% (n = 360,000). AID 504651, 2011; in the data active means potentiation above about 30%; further: 0% is about no effect
# TRHR PAM = qHTS for Small Molecule Agonists and Allosteric Enhancers of Human TRH Receptor: Primary Screen for Enhancers; TRHR cells, fluo-8 calcium fluorescence, EC20 TRH enhancement; enhancement, % at 2 µM; actives 0.66% (n = 360,000); in the data active means enhancement above about 30%; further: 0% is about no effect
#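 Enhancer read-out: after compound pinning and an initial kinetic agonist-mode read, an EC20 of TRH (10 nM final) was injected and fluo-8 calcium signal (Ex 480/Em 530) followed at 1 s/cycle for 100 cycles in TRHR-expressing cells.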
# RXFP1 ag = qHTS Assay for Agonists of the Relaxin Receptor RXFP1 | Potency, µM (top dose mostly 57.5 µM), for the others: at the highest dose activation, most hits filed as activators | actives 0.3% (n = 370,000) | AID 2676, 2010 | HEK293T-RXFP1 cAMP TR-FRET, 30 min; response scale: percent of porcine relaxin response, buffer zero | Relaxin receptor 1 (Homo sapiens), Q9HBX9; further: potency means the concentration at half of the fitted maximal effect; on the % scale 0 is the no-effect control and ±100 the full control effect; nearly all actives have a fitted effect of over 60% in size; many of its hits are not listed in these tables
#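 HEK293 cells stably expressing RXFP1, treated 30 min at 37C with compounds plus PDE4 inhibitor Ro 20174; cAMP measured by HTRF TR-FRET. Normalized to buffer and 29 nM porcine relaxin; EC50 by Hill fit.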
# TRHR agonist = qHTS for Small Molecule Agonists and Allosteric Enhancers of Human TRH Receptor: Primary Screen for Agonists | Thyrotropin-releasing hormone receptor (Homo sapiens), P34981 | TRHR cells, calcium flux fluo-8, FDSS agonist mode | activation, % at 2 µM | actives 0.18% (n = 360,000) | AID 493084, 2011; in the data active means activation above about 30%; further: 0% is about no effect
#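 In this calcium-flux screen, cells bearing human TRHR are dye-loaded with fluo-8, baselined for 10 cycles, then exposed to library compounds; positive kinetic calcium responses during the agonist phase mark hits, with TRH as control.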
# Apoferritin bind = qHTS Assay for Identification of Novel General Anesthetics; Ferritin light chain (Equus caballus), P02791; Potency, µM (doses to about 77.5 µM), inactives show at the top dose activity change, negative = displacement, most hits filed as inhibitors; actives 0.074% (n = 350,000); apoferritin/1-aminoanthracene competitive binding, fluorescence; AID 485281, 2010; further: potency means the concentration at half of the fitted maximal effect; on the % scale 0 is the no-effect control and ±100 the full control effect; nearly all actives have a fitted effect of over 20% in size
# Target sequence (P02791 2-175 limits assumed): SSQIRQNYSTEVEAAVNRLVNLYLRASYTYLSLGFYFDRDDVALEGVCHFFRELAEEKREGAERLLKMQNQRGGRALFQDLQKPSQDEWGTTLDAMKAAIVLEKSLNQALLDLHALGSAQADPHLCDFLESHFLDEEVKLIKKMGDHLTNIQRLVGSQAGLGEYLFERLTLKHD
#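 Probe: 1-aminoanthracene (50% saturated, PBS). Protein: horse-spleen apoferritin, 10 uM. Incubation: 10 min, room temperature. Detection: 380 nm excitation, 535 nm emission. Analysis: normalized response, four-parameter Hill.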
# Numbers without * were called inactive; ? = inconclusive; . = no result given; & = joins results of further samples; [ ] = another dose, or the depositor's remark. Unless noted, the call rests on the fitted dose curve; in most records, active means well fitted curve in the direction sought with a large enough effect; inconclusive means small, poorly fitted or top-dose-only effect, or another doubt; inactive means no such curve, though single readings can be large; an effect the other way counts as inactive or inconclusive. A portion of the library; rates above refer to the full screens.
SMILES,D1 antagonist,D2 potentiator,D1 ag,RXFP1 antagonist,D1 PAM,TRHR PAM,RXFP1 ag,TRHR agonist,Apoferritin bind
Cc1ccc(S(=O)(=O)NCCC(=O)Nc2cc(S(=O)(=O)N(C)C)ccc2C)cc1C,-6,25,7,-16,1,6,1.8%,-0.6,-7%
CCCn1nc(C(=O)Nc2ccc3c(c2)OCO3)c2ccccc2c1=O,-4,4,1,-2,3,-1,0.0%,0.0,.
O=C(NCc1ccncc1)C(=O)NCC1OCCN1S(=O)(=O)c1ccc(F)cc1 (stereo unspecified),-4,-7,2,3,2,-2,1.3%,0.3,-11%
COc1ccc(N(CC(=O)N/N=C/c2ccc(-c3ccc([N+](=O)[O-])cc3)o2)S(=O)(=O)c2ccc(C)cc2)cc1,8,-7,73*,.,-10,-1,4.2%,2.7,-1%
CS(=O)(=O)N(Cc1ccccc1)c1ccc(C(=O)Nc2ccc(C(N)=O)cc2)cc1,2,-4,7,-3,-4,5,6.1%,-2.9,2%
Cc1c(Cc2ccc3c(c2)OCO3)sc(NC(=O)c2ccc3ccccc3c2)c1C(N)=O,4,.,-1,-2,-1,1,14%,0.1,0%
Cc1oc(S(=O)(=O)N2CCCC2)cc1C(=O)Nc1ccccc1,-17,-1,0,-5,-3,-2,-2.3%,0.4,-2%
COc1ccc(CCNC(=O)c2ccc3c(c2)NC(=O)C(CSCc2cc(C)ccc2C)N3)cc1OC (stereo unspecified),4,2,4,.,-3,-8,4.1%,2.1,-15%
Cc1ccc(OCCNC(=O)c2ccccc2O)cc1,-17,-2,12,-14,-3,-7,0.6%,0.1,-12%
Cc1ccc(C2Nc3ccccc3-n3c(-c4ccccc4)c4c(=O)n(C)c(=O)n(C)c4c32)o1 (stereo unspecified),-8,2,3,-7,-1,5,19%,1.0,-8%
O=C(CCS(=O)(=O)c1nc(-c2ccc3c(c2)OCO3)cc(C(F)(F)F)n1)Nc1ccccc1C(F)(F)F,-11,.,5,-9,0,-1,18%,0.2,54%[activator]
COc1cccc(CNC(=O)CCCNC(=O)c2ccc(Cl)cc2)c1,0,-5,3,1,0,0,-2.6%,2.3,-12%
COc1ccccc1NS(=O)(=O)c1ccc(O)c(C(=O)OCc2cccc([N+](=O)[O-])c2)c1,-7,3,0,-6,-2,0,-1.6%,-1.4,-20%
NNC(=O)CCC(=O)Nc1ccccc1,-33*,.,1,8,-7,-8,1.8%,-0.6,?
Cc1ccc(NC(=O)C(C)Sc2nnc(-c3cccnc3)n2-c2ccccc2)cc1 (stereo unspecified),10,-2,-2,-3,-2,1,-1.0%,-1.1,-10%

# Profiles, looked up by structure:
# CS(=O)(=O)N(Cc1ccccc1)c1ccc(C(=O)Nc2ccc(C(N)=O)cc2)cc1 in the list: D1 antagonist = 2; D2 potentiator = -4; D1 ag = 7; RXFP1 antagonist = -3; D1 PAM = -4; TRHR PAM = 5; RXFP1 ag = 6.1%; TRHR agonist = -2.9; Apoferritin bind = 2%
# O=C(NCc1ccncc1)C(=O)NCC1OCCN1S(=O)(=O)c1ccc(F)cc1 (stereo unspecified) in the list: D1 antagonist = -4; D2 potentiator = -7; D1 ag = 2; RXFP1 antagonist = 3; D1 PAM = 2; TRHR PAM = -2; RXFP1 ag = 1.3%; TRHR agonist = 0.3; Apoferritin bind = -11%

# Carrying on.
SMILES,D1 antagonist,D2 potentiator,D1 ag,RXFP1 antagonist,D1 PAM,TRHR PAM,RXFP1 ag,TRHR agonist,Apoferritin bind
COc1cc(NC(=O)C(c2ccccc2)c2ccccc2)c(C(=O)O)cc1OC,-2,.,3,9,-2,-3,0.4%,0.6,-3%
COc1ccc(OC)c(-c2cc(C(=O)NCc3ccc(Cl)cc3)no2)c1,-15&9,-13&-26,11&11,2&-3,-8&2,1&-10,?,1.9&4.9,-12%&-2%
Cc1ccc(NC(=O)C2CCCN(S(=O)(=O)c3cnc[nH]3)C2)c(Br)c1 (stereo unspecified),1,-6,1,.,-1,1,-1.0%,0.0,-4%
Cc1cc(Cl)ccc1C(=O)C1CCCN(C(=O)/C=C/c2cnn(C)c2)C1 (stereo unspecified),-5,.,2,-4,-3,-11,-0.1%,-0.5,-8%
Cc1csc(NC(=O)C2CCN(S(=O)(=O)c3ccccc3F)CC2)n1,-38*,-4,24,-19,-11,8,-0.1%,0.1,-15%
CN(C)c1nc(NCc2ccccc2)nc(N/N=C/c2cccc(Br)c2)n1,-1,-12,3,5,-10,-1,2.8%,0.1,-16%
COc1ccc(C)cc1NC(=O)c1cn(C)c(=O)c2cc(OC)c(OC)cc12,-5,-1,0,.,1,2,0.4%,0.1,-7%
O=C(Nc1ccc(F)cc1F)c1cc2ccccc2oc1=O,1,.,4,12,-2,0,-0.9%,-0.3,0%
NC(=S)Nc1ccc(Cl)cc1Cl,7,18,2,17,4,-1,-2.3%,-0.3,-1%
Cn1c(=O)cc(SCC(=O)NCC2CCCO2)c2ccc(Cl)cc21 (stereo unspecified),25,-17,0,16,5,-4,16%,0.2,1%
Cc1[nH]c(=S)c(C#N)c(C)c1CC(=O)c1ccc(Br)cc1,5,17,4,-70*,3,6,6.7%,0.0,-9%
Cc1ccc2ncnc(Nc3ccccc3)c2c1,-7,-1,0,-13,-4,-1,5.7%,-0.5,-4%
CCc1ccc(OC(=O)/C=C/c2ccco2)cc1,5,-1,1,-19,-3,12,-0.5%,0.0,-21%
O=[N+]([O-])c1ccc(O)c(C(C#Cc2ccccc2)N2CCOCC2)c1 (stereo unspecified),-6,-5,9,-3,2,0,2.9%,0.9,-1%
Cc1ccc(S(=O)(=O)CCSc2nc(C)cc(C)c2C#N)cc1,-10,33*,13,-1,13,2,2.2%,-0.1,4%
O=C(NCCCCNC(=O)c1c(F)c(F)c(F)c(F)c1F)c1c(F)c(F)c(F)c(F)c1F,-18,.,3,-10,-1,-1,0.0%,1.4,-5%
Nc1nnc(SCCN2C(=O)c3ccccc3C2=O)s1,-14,1,0,14,2,3,-0.7%,0.1,-21%
CC(=O)N1N=C(c2ccccc2)OC1(C)CC(=O)Nc1ccccc1 (stereo unspecified),-3,3,1,-18,0,1,0.4%,-1.9,-8%
Cc1[nH]n(-c2ccccc2)c(=O)c1/C=N/NC(=O)c1cccc([N+](=O)[O-])c1,0,1,1,7,-2,2,1.7%,-1.4,-6%
Cc1ccccc1Cn1cc(CCC(=O)N2CCOCC2)c2ccccc21,-3,-2,1,-13,-6,-3,0.5%,-0.7,-2%
OC(C#CCN1CCCC1)c1ccccc1 (stereo unspecified),12,-4,6,-18,0,3,2.4%,-2.7,-13%
Cc1cc(C)cc(NC(=O)Cn2cnc3c(nnn3Cc3ccc(F)cc3)c2=O)c1,5,.,0,-5,1,6,0.8%,0.1,-4%
CC1CCCN(C(=O)c2ccc3c(=O)n(C4CCCC4)c(=S)[nH]c3c2)C1 (stereo unspecified),-2,9,2,-29,-1,12,1.1%,-0.3,-8%
CCCCCCCNC(=O)C1(CC2CC(c3cccc(Br)c3)=NO2)CCN(C(=O)c2ccccc2)CC1 (stereo unspecified),2,3,6,.,-4,-3,-0.5%,0.1,.
CO/N=C(\C)C(Cc1ccc(Cl)nc1)Cc1ccc(Cl)nc1,6,0,2,5,-3,7,-1.2%,0.4,6%
Cc1ccc(C)c(OCc2cc(C(=O)N3CCN(c4cnccn4)CC3)no2)c1,-13,1,1,1,-2,6,3.0%,0.0,-19%
CCOc1ccc(NC(=O)N2CCN(C(=O)c3ccco3)CC2)cc1,10,6,0,-2,3,0,-0.1%,0.5,-15%
CCCCn1c(N)c(N(CCOC)C(=O)c2ccc(Br)s2)c(=O)[nH]c1=O,1,-10,2,-1,3,-2,1.1%,0.7,.
CC(=O)Nc1c2c(nn1-c1ccc(C)cc1)CS(=O)(=O)C2,-7,-5,3,4,-8,2,6.3%,0.2,15%
CN(Cc1nc(-c2ccccc2)no1)C(=O)c1ccco1,-10,-2,11,9,.,1,1.2%,0.3,-8%
CC(C)OCCCNC(=S)NNC(=O)C(c1ccccc1)c1ccccc1,-10,9,2,6,0,-14,1.5%,-0.4,-8%
CCOC(=O)C1CCN(C2CCN(C(=O)c3oc4c(F)cccc4c3C)CC2)CC1,3,-8,2,-14,-3,3,-0.1%,0.2,-13%
CC(C)CCNC(=O)c1ccc2c(Cl)c3c(nc2c1)CCC3,5,6,1,-1,0,2,-1.3%,-1.3,-6%
CN(C)c1ccc(NC(=O)Cn2c(SCc3ccc(F)cc3)nc3cccnc32)cc1,2,20,2,-32,-3,-3,?,0.4,-13%
CC1CCc2c(sc(NC(=O)c3cc4nc(-c5ccc(Cl)cc5)cc(C(F)(F)F)n4n3)c2C#N)C1 (stereo unspecified),-2,-2,0,-2,-5,-1,0.5%,0.5,-6%

# Individual results from the list.
# Under D2 potentiator, `Nc1nnc(SCCN2C(=O)c3ccccc3C2=O)s1` reads 1
# Under RXFP1 ag, `Cc1ccc(C2Nc3ccccc3-n3c(-c4ccccc4)c4c(=O)n(C)c(=O)n(C)c4c32)o1` (stereo unspecified) reads 19%
# Under RXFP1 ag, `O=C(NCc1ccncc1)C(=O)NCC1OCCN1S(=O)(=O)c1ccc(F)cc1` (stereo unspecified) reads 1.3%
# Under TRHR agonist, `NC(=S)Nc1ccc(Cl)cc1Cl` reads -0.3
# Under RXFP1 antagonist, `CC(=O)Nc1c2c(nn1-c1ccc(C)cc1)CS(=O)(=O)C2` reads 4
# Under D2 potentiator, `COc1ccc(N(CC(=O)N/N=C/c2ccc(-c3ccc([N+](=O)[O-])cc3)o2)S(=O)(=O)c2ccc(C)cc2)cc1` reads -7
